M1 ag parental – counter-screen for M1 agonists: effect in parental CHO-K1 cells | activation, % at 3 µM | Fluo-8 calcium fluorescence; scaled to maximal ATP response, vehicle zero | AID 602248, 2012 | hit rate 0.48% among 360,000; in the data active = activation above about 15%;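 also: untransfected CHO-K1 host cells lacking M1 receptor as counterscreen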
TAAR1 antagonist – human TAAR1 antagonists, primary screen, Fluo-8 calcium fluorescence, CHO RD-HGA16 cells. antagonist. inhibition, % at 3 µM. hit rate 1.5% among 360,000;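 active = inhibition above a per-plate cutoff, the mean inhibition of test compounds on that plate plus 3 SD, cut at about 49% in these data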;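 also: 0% = DMSO plus EC80 beta-PEA response and 100% = DMSO alone without agonist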
Target sequence (Q96RJ0 whole entry, looked up): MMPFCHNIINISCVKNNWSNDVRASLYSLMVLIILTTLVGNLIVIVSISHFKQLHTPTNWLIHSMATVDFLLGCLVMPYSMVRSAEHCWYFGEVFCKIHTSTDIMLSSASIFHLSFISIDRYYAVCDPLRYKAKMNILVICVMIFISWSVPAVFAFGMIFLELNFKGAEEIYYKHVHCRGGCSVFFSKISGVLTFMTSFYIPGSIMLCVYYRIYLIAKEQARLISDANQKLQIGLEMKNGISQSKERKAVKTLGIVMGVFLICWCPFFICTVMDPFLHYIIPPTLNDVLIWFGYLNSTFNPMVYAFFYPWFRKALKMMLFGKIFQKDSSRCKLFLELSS
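Test system – hTAAR1-expressing CHO RD-HGA16 cells, Gα16-coupled · Also added – β-PEA at EC80 concentration, post-compound challenge · Compound – 3 µM, single point · Incubation – dye loading 75 min at 37 °C, then 30 min room temperature · Measured by – Fluo-8 intracellular calcium dye fluorescence, real-time kinetic reads · Benchmarks – vehicle and agonist controls · Replicates – singlicate, one well per test compound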
CHO-K1 Ca antag – nonselective inhibitor or artifact in parental CHO-K1 cells; inhibition, % at 3 µM; hit rate 0.6% among 360,000; ATP-induced calcium, Fluo-8 fluorescence;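 active = inhibition above a per-plate cutoff, the plate's mean sample inhibition plus 3 SD, cut at about 24% in these data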;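 also: 0% = DMSO plus EC80 ATP and 100% = DMSO alone without ATP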
TAAR1 agonist – human TAAR1 agonists, primary screen, Fluo-8 calcium fluorescence, CHO RD-HGA16 cells; hit rate 0.99% among 360,000; Trace amine-associated receptor 1 (Homo sapiens), Q96RJ0; activation, % at 3 µM; vehicle wells 0%, saturating PEA agonist 100%;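 active = activation above the mean activation of all test compounds in the run plus 3 SD, cut at about 38% in these data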
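Benchmarks: low control DMSO, high control PEA (EC100); System: CHO RD-HGA16 cells carrying human TAAR1 plus Gα16; Detection: Fluo-8 fluorescence, 5 s baseline then 140 s kinetic read; Schedule: 17-24 h plating, Fluo-8 75 min 37 °C, 30 min RT; Read-out basis: % activation from peak over basal fluorescence ratio, DMSO-to-PEA scaled.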
M1 PAM – human M1 muscarinic receptor positive allosteric modulators, primary screen, CHO-K1 cells, Fluo-8 calcium fluorescence, 1536-well. Muscarinic acetylcholine receptor M1 (Homo sapiens), P11229. CHO-K1 hM1, ACh EC20; 0% = ACh EC20, 100% = maximal ACh. activation, % at 3 µM. hit rate 0.088% among 360,000. AID 588819, 2011; in the data active = activation above about 19%, passing the limit was not always enough
Target sequence (P11229 whole entry, looked up): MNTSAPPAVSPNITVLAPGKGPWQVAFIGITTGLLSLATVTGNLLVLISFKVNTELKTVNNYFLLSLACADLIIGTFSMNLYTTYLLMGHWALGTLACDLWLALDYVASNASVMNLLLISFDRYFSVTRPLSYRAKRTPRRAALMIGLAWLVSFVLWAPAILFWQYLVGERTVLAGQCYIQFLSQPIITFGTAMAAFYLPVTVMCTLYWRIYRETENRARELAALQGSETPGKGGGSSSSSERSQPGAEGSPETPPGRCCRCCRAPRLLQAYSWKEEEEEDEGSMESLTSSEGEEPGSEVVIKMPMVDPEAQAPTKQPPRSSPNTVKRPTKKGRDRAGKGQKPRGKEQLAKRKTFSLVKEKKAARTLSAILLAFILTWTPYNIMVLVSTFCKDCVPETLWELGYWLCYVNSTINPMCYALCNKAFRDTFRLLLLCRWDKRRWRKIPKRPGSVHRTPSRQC
M1 PAM parental – nonselective calcium activators in parental CHO-K1 cells, primary screen, counter-screen for M1 PAM project, cell-based, Fluo-8 calcium fluorescence, full deck, 1536-well; activation, % at 3 µM; ATP EC20; 0% at ATP EC20, 100% at ATP max; hit rate 0.02% among 360,000;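 active = activation above the run cutoff, the mean activation of all test compounds plus 3 SD, cut at about 40% in these data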;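 also: peak over basal fluorescence ratio in a 140 s read after ATP addition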
CHRM1 antagonist – human M1 muscarinic receptor antagonists, primary screen, CHO-K1 cells, Fluo-8 calcium fluorescence, 1536-well; Muscarinic acetylcholine receptor M1 (Homo sapiens), P11229; CHO-K1 hM1, ACh EC80 antagonist; inhibition, % at 3 µM; hit rate 1.3% among 360,000;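 active = percent inhibition above its own plate's cutoff, namely the mean of that plate's compound wells plus 3 SD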;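 also: peak over basal fluorescence ratio during 140 s after agonist addition; 0% = ACh EC80 plus DMSO and 100% = DMSO alone without agonist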
M1 ag – human M1 muscarinic receptor agonists, primary screen, Fluo-8 calcium fluorescence, CHO-K1 cells, HTS. Muscarinic acetylcholine receptor M1 (Homo sapiens), P11229. CHO-K1 hM1, agonist mode; 0% DMSO, 100% acetylcholine EC100. activation, % at 3 µM. hit rate 0.33% among 360,000;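 active = activation above the run's mean compound activation plus 3 SD, cut at about 16% in these data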;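 also: peak over basal fluorescence ratio within a 140 s kinetic read after compound addition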
CHO parental Ca – ATP-evoked calcium signal inhibitors, parental CHO, primary screen, counter-screen for OX1R antagonist project, cell-based, fluorescence, Fluo-8 calcium dye; AID 463079, 2010; inhibition, % at 5.6 µM; hit rate 0.63% among 330,000; parental CHO-K1, ATP-induced calcium, Fluo-8 fluorescence;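 active = inhibition above that plate's mean sample inhibition plus 3 SD, cut at about 26% in these data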;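 also: 0% = ATP-challenged DMSO wells and 100% = DMSO wells without ATP; some compounds past the cut are filed as inactive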
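test system = CHO parental line | reagent = ATP stimulus | measured by = intracellular calcium via Fluo-8 no-wash fluorescent dye | control set = ATP and no-ATP DMSO wells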
* hit, by the source's call; nt = no result given.

SMILES	M1 ag parental	TAAR1 antagonist	CHO-K1 Ca antag	TAAR1 agonist	M1 PAM	M1 PAM parental	CHRM1 antagonist	M1 ag	CHO parental Ca
Cc1cccc(C(=O)NCC(c2ccc(F)cc2)N2CCOCC2)c1 (stereo not given)	0.3	-2.0	2.7	-3.2	5.2	3.0	-1.3	-1.7	-31.1
CCOC(=O)c1ccc(CN2CCCC(C)(C(=O)NCCOC)C2)cc1 (stereo not given)	1.2	-7.8	-9.1	0.9	-14.1	12.3	9.9	-8.6	nt
CCOC(=O)Nc1cc(=O)c2ccccc2o1	0.0	8.7	-2.7	10.0	3.4	11.2	-3.1	-4.7	-3.9
CCCCC[C@@H]1C=C(C(=O)O)[C@H](c2ccc(CC)cc2)N1S(=O)(=O)c1ccc(C)cc1	0.2	8.9	8.7	-0.2	-3.7	-7.0	1.7	-4.4	-12.8
COc1ccc(-c2ccc(CN3C(C(C)C)C(=O)N(Cc4cn(CCC5OCCO5)nn4)CCS3(=O)=O)cc2)cc1OC (stereo not given)	1.3	10.4	-8.4	4.8	-1.4	8.1	-13.1	-4.5	nt
CCCCN1C(=O)C(CC(=O)NC(c2ccccc2)c2ccccc2)CC(C(=O)N2CCCCCC2)=C1C (stereo not given)	0.1	-15.8	9.6	-3.4	nt	-10.1	nt	nt	nt
O=C1C2C3C=CC(C3)C2C(=O)N1c1ncn[nH]1 (stereo not given)	0.2	0.3	-9.3	-0.2	-6.7	8.8	1.6	-4.1	-20.3
OCC1(Cc2cccc(Cl)c2)CCCN(Cc2ccc(F)c(F)c2)C1 (stereo not given)	1.0	-3.2	-18.3	1.9	-1.7	17.7	-2.7	-8.4	-12.4
COc1ccc(C)cc1NC(=O)c1ccoc1C	0.3	9.5	5.9	5.4	-1.6	-1.1	8.6	-1.0	-28.6
COc1ccc(NC(=O)c2ccco2)cc1NC(=O)c1ccccc1	1.1	1.6	-15.2	-0.4	10.8	8.3	-20.3	-2.6	nt
Cc1cccc(NC(=O)CN2CCN(C(=O)c3cnn(Cc4ccccc4)c3)CC2)c1C	0.8	-16.4	-0.8	2.3	7.0	14.1	-7.6	-3.1	-17.7
COC(=O)c1ccccc1N1C(=O)C2C(C1=O)[C@H]1C=C[C@@H]2C1 (stereo not given in full)	0.2	6.7	-4.1	1.6	4.2	-6.1	-5.3	-1.6	-2.3
COC(=O)c1ccccc1NC(=O)c1cccc(NC(=O)C(C)C)c1	2.4	17.7	8.3	8.5	-12.1	-7.8	13.9	-6.2	-14.9
CCc1nnc(NC(=O)CCC(=O)N2CCN(C3CCCCC3)CC2)s1	0.6	8.4	-15.8	1.7	-3.9	9.6	-1.5	18.9*	-3.5
O=C(N/N=C/C1=C(N2CCOCC2)C(=C\c2ccccc2)/CC1)Nc1ccccc1	-0.3	-18.1	6.4	1.1	-1.2	2.5	-0.3	-0.7	-11.5
COc1ccccc1N1CCN(C(=O)C2CCCO2)CC1 (stereo not given)	-0.1	-10.4	4.3	1.9	0.7	-0.2	-8.0	-3.4	-6.3
N#Cc1nc(Cc2ccccc2)oc1NCc1ccccc1Cl	0.8	34.5	-5.2	0.5	-0.2	-5.5	12.1	-4.4	35.6*
CCCOc1ccc(C(=O)Nc2ccc(S(=O)(=O)Nc3cc(C)nc(C)n3)cc2)cc1	0.7	-14.3	-10.0	3.5	6.5	17.4	-10.3	-4.9	-6.0
CCC(C(=O)NCCc1c[nH]c2ccc(C)cc12)c1ccccc1 (stereo not given)	0.6	-0.6	-0.3	4.9	10.6	1.2	-2.9	-1.3	-22.7
O=[N+]([O-])c1ccc(CC(Cl)c2ccccn2)cc1 (stereo not given)	-0.9	1.7	-10.1	-1.1	-2.0	16.9	5.6	-8.9	nt
COc1cc(/C=C/C(=O)O)cc2c1OCCO2	1.2	-16.6	-7.1	1.5	13.8	18.0	-2.8	-1.0	0.6
CCOc1ccc(C(C)=O)cc1COC(=O)CNC(=O)C12CC3CC(CC(C3)C1)C2	0.3	-8.0	-6.5	-0.7	1.4	11.7	-12.3	-2.8	-27.6
O=[N+]([O-])/C=C/c1ccc2c(ccn2Cc2ccccc2)c1	1.4	31.2	10.8	-0.1	16.1	-14.3	8.6	-6.8	42.0*
O=C(CCN1C(=O)c2ccccc2S1(=O)=O)Nc1ccccc1O	0.7	-11.3	3.9	5.1	-0.1	7.5	-0.5	-6.0	0.3
CC1=CC=CC2=NC(=O)CC(C)(C(=O)O)N12 (stereo not given)	1.2	6.5	-13.3	1.3	9.0	9.6	-9.7	-0.3	-14.5
CN(CC(=O)Nc1cccc(F)c1)C(=O)c1cccc(-n2cccc2)c1	0.7	-5.1	4.5	2.2	7.8	-4.4	-5.2	-0.6	12.2
Cc1nc(SCC(=O)N2CC(=O)Nc3ccccc32)nc(C)c1C	0.4	8.2	-0.5	2.5	-2.2	-18.3	9.6	-2.7	-15.0
Cc1ccc(C(=O)N2CCOCC2)cc1S(=O)(=O)N1CCOCC1	1.7	-26.0	-7.5	1.2	11.6	9.4	-12.8	-1.5	-0.2
Nc1ccn([C@@H]2O[C@H](CNC(=O)[C@H]3CCC(=O)N3)[C@@H](O)[C@H]2O)c(=O)n1	1.0	4.6	-6.0	2.5	10.4	14.8	-15.1	-1.4	nt
COc1ccc(Cl)cc1NS(=O)(=O)c1cccc(C(=O)NC2CCC(O)CC2)c1 (stereo not given)	1.5	-45.7	-7.2	2.1	4.2	10.5	-6.3	-2.0	-15.4
COc1cccc(OC)c1C(=O)N1CCN(Cc2ccccc2F)CC1	0.1	-22.6	-0.7	0.7	-1.7	-5.7	-1.4	-3.1	nt
Cc1cc(=O)oc2c(CN3CCCC3)c(O)ccc12	2.0	-16.5	-9.8	4.3	8.8	14.8	-9.1	-5.8	-7.2
CCN(CC)S(=O)(=O)c1ccc(C)c(NC(=O)COC(=O)c2ccc(C)c(S(=O)(=O)N3CCOCC3)c2)c1	1.3	-5.7	-1.8	10.7	11.7	13.0	-2.8	-5.7	-12.5
O=C1CCC(C(=O)Nc2cc(C(F)(F)F)ccc2-n2cncn2)=NN1	0.9	-33.5	2.5	0.8	12.9	-19.7	-13.1	0.8	-9.5
O=C(NC1CCCCC1)C1CC(=O)N(CCc2ccc(F)cc2)C1 (stereo not given)	1.0	-12.0	-18.6	3.2	6.3	16.1	-12.8	-5.5	-3.5
COC(=O)C1=C(CCc2ccccc2)NC(=O)NC1c1ccc(C#N)cc1 (stereo not given)	0.6	-16.0	-10.6	2.5	0.8	15.8	-5.1	-7.2	-13.9
CCc1c(C)nc(SCC(=O)N2CCN(c3ccccc3OC)CC2)[nH]c1=O	0.3	18.6	-2.7	9.9	1.1	15.8	1.2	-8.5	-12.5
CCOc1ccc(CCNC(=O)COC(=O)c2cccc(S(=O)(=O)N(C)C)c2)cc1OCC	0.8	1.8	44.4*	0.4	9.4	14.8	-15.2	-3.5	nt
Cc1oc(-c2ccccc2)nc1C(=O)OCC(=O)NCc1ccccc1	-0.1	-15.2	-12.2	11.4	14.3	6.8	-4.9	-0.9	-12.9
CCc1ccc(OC(=O)Nc2ccccc2)cc1	0.3	-4.0	-8.9	1.6	5.6	-6.7	-8.1	-4.7	nt
COc1ccc(CC(C)NS(=O)(=O)c2ccc3c(c2)CCN3S(C)(=O)=O)cc1OC (stereo not given)	2.0	-40.8	-8.7	2.6	2.3	-7.1	4.4	-0.7	-10.6
C[C@H](CO)N1C[C@H](C)[C@@H](CN(C)S(=O)(=O)c2cccc(F)c2)OCc2cnnn2CCCC1=O	0.1	-22.9	0.3	0.9	1.7	-3.9	-9.0	-1.1	nt
COc1cccc(NC(=O)NCCc2ccc(Cl)cc2)c1	1.4	13.5	-3.7	6.3	6.5	4.5	-4.5	-2.1	-14.2
Cc1cc(C[n+]2ccsc2N)c2ncccc2c1	2.0	-17.0	-12.7	-2.5	-6.1	13.3	7.9	-6.4	-10.2
CCN(CC)S(=O)(=O)c1ccc(C(=O)N2CCN(C3=NS(=O)(=O)c4ccccc43)CC2)cc1	0.5	-8.3	3.6	0.6	12.8	4.0	-11.2	-3.4	-2.0
COc1ccc(CC(=O)Nc2cc(C)on2)cc1	0.5	9.6	-7.2	-0.2	9.6	13.0	-11.1	-0.8	-3.3
CC1CCCC(NC(=O)CSc2nncs2)C1C (stereo not given)	0.8	-16.3	-9.4	9.7	4.5	7.3	-5.7	-4.3	2.0
CCC(C)c1ccccc1NC(=S)Nc1cccnc1 (stereo not given)	0.7	5.4	-11.3	8.6	10.0	8.0	-8.0	-0.7	-10.9
Cc1ccc(N2CC(C(=O)Nc3ccccc3C(=O)NC3CCCCC3)CC2=O)cc1 (stereo not given)	0.4	4.4	18.9	2.9	10.4	-8.0	-15.2	-0.4	-13.9
Cc1cc(=O)oc2c3c(cc(OCC(=O)N[C@H](C(=O)O)c4ccccc4)c12)OC(C)(C)CC3	-0.4	-16.9	9.9	-0.2	5.6	-8.6	-10.9	-1.5	-12.1
O=C(CSc1nc2ccccc2n1CC(=O)N1CCOCC1)N1CCCC1	0.0	-17.1	3.1	5.7	5.7	-2.4	-9.3	-3.2	8.8
CCCn1nc(C(=O)N2CCc3ccccc3C2)c2ccccc2c1=O	0.3	-5.7	-10.8	18.9	2.7	1.7	5.5	-0.5	-20.3
COc1ccc(NC(=O)CCCNC(=O)Cn2cnc3sc4c(c3c2=O)CCCC4)c(OC)c1	-0.6	-16.6	-5.7	2.7	6.0	-7.3	-3.7	-7.4	-5.3

4 entries from above, sorted by the value under TAAR1 antagonist, low to high:
Molecule | TAAR1 antagonist | TAAR1 agonist | CHRM1 antagonist
O=C(CSc1nc2ccccc2n1CC(=O)N1CCOCC1)N1CCCC1 | -17.1 | 5.7 | -9.3
O=C1C2C3C=CC(C3)C2C(=O)N1c1ncn[nH]1 (stereo not given) | 0.3 | -0.2 | 1.6
Cc1nc(SCC(=O)N2CC(=O)Nc3ccccc32)nc(C)c1C | 8.2 | 2.5 | 9.6
N#Cc1nc(Cc2ccccc2)oc1NCc1ccccc1Cl | 34.5 | 0.5 | 12.1

High-throughput results as filed in PubChem.
